# Screening data from PubChem.
# IMP-1 inhibitor: inhibitors of Pseudomonas aeruginosa IMP-1 metallo-beta-lactamase | purified IMP-1, nitrocefin hydrolysis, epi-absorbance fluorescence | inhibition, % at 5.6 µM | actives 0.45% (n = 290,000) | AID 1556;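 active means inhibition above the mean plus 3 SD of all compounds in the same screening run, cut at about 4.5% in these data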;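 further: 0% = IMP-1 with DMSO and 100% = DMSO wells lacking enzyme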
#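 Assay system: purified IMP-1; Quantity: IMP-1 0.2 nM before substrate addition; Medium: HEPES buffer pH 7.1 with ZnSO4 and Brij 35; Incubation: 15 min enzyme–compound preincubation, then 25 min nitrocefin reaction, 25 °C; Signal: fluorescence quenching readout, ex 480/em 530 nm; Controls: DMSO with and without IMP-1; Repeats: singlicate testing.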
# NS3 helicase inh: inhibitors of Hepatitis C virus NS3 helicase. NS3 helicase DNA unwinding, Cy5 molecular beacon fluorescence. actives 0.56% (n = 290,000). inhibition, % at 10.9 µM;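 active means inhibition above the mean of all tested compounds plus 3 SD, set per campaign, cut at about 35% in these data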;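 further: 0% = DMSO wells and 100% = thioflavine S control wells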
#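 Compound dosing – single dose, 10.9 µM nominal final, DMSO 0.8% final · System – NS3 helicase fragment of HCV · Buffer or medium – MOPS pH 6.5, MgCl2, DTT, Tween20, BSA · Signal – Cy5 beacon fluorescence read at start and 1 h · Also added – annealed dual-labelled DNA beacon duplex, ATP-started · Schedule – 1 h at 25 °C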
# PHOSPHO1 block: inhibitors of human PHOSPHO1 phosphatase. actives 1.1% (n = 290,000). inhibition, % at 13.3 µM. recombinant PHOSPHO1, absorbance phosphatase assay; in the data active means inhibition above about 60%
# OXTR agonist: agonists of human oxytocin receptor. P30559. CHO-OTR cells, Fluo-8 calcium fluorescence; normalized: DMSO 0%, oxytocin 100%. activation, % at 3 µM. actives 0.32% (n = 320,000). AID 2435;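 active means activation above the mean of all tested compounds plus 3 SD, cutoff set per screening run, cut at about 20% in these data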;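 further: peak over basal fluorescence ratio from a 100 s FLIPR kinetic read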
# Target sequence (P30559 whole entry, looked up): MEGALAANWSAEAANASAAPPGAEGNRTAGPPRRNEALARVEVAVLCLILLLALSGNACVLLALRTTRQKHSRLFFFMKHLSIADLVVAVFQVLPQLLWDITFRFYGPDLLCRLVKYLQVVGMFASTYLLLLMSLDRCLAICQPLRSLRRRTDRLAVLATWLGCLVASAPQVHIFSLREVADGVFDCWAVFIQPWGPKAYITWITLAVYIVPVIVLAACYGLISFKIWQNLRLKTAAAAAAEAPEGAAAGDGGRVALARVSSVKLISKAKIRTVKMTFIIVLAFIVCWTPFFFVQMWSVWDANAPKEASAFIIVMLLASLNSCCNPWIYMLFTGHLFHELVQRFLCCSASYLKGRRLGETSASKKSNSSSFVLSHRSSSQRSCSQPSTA
# GPR7 antagonist: human neuropeptides B/W receptor 1 antagonism; P48145; GPR7-expressing cells, fluorescence antagonist assay; inhibition, % at 4.4 µM; actives 1.1% (n = 290,000); in the data active means inhibition above about 16%, passing the limit was not always enough;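 further: cells stimulated with the agonist NPW; 0% = agonist with vehicle and 100% = vehicle without agonist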
# Target sequence (P48145 whole entry, looked up): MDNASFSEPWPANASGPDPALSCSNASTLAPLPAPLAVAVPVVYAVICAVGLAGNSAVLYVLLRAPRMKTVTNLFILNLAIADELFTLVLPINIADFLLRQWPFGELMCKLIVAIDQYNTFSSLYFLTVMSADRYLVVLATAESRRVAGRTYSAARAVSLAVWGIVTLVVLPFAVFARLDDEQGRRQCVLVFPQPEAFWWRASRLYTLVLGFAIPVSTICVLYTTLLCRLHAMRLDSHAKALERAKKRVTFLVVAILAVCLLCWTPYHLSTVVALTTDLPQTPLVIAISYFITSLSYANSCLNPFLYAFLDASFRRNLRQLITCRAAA
# VIM-2 inh: inhibitors of Pseudomonas aeruginosa VIM-2 metallo-beta-lactamase. AID 1527. purified VIM-2, nitrocefin hydrolysis, epi-absorbance fluorescence. actives 0.89% (n = 290,000). inhibition, % at 5.6 µM;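 active means inhibition above the mean of all tested compounds plus 3 SD, cutoff set per screening run, cut at about 7.5% in these data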;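 further: red hydrolysis product quenches plate fluorescence so inhibitors raise well fluorescence; 0% = enzyme with DMSO and 100% = DMSO without enzyme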
# FID counter: counter-screen for HCV NS3 helicase inhibitors: DNA intercalator displacement; DNA fluorescent intercalator displacement, fluorescence; actives 0.17% (n = 290,000); inhibition, % at 7.9 µM; AID 1845; in the data active means inhibition above about 37%;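 further: 0% = vehicle and 100% = reference compound; higher means more ethidium bromide displaced from hairpin DNA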
# GalR3 antag: blocks the human galanin receptor 3; O60755; HEK293 GalR3-CNG cAMP membrane potential fluorescence; galR3 body fused to GalR1 C-terminus; inhibition, % at 3 µM; actives 0.44% (n = 360,000);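 active means inhibition above the screen-wide average plus 3 SD, cut at about 13% in these data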;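 further: forskolin and galanin both at EC90 stimulate the cells; cAMP rise reported by CNG channel membrane potential dye signal; 0% = forskolin plus galanin with DMSO and 100% = forskolin alone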
# Target sequence (O60755 1-299 limits assumed): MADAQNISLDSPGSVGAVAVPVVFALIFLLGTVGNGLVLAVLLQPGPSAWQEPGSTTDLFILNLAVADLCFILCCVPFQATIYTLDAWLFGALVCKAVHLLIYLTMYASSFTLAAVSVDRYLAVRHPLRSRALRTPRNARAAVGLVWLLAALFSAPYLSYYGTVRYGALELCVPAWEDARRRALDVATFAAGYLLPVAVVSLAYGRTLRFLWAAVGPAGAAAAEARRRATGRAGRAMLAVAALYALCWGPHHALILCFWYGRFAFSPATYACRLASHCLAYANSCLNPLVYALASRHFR
# V1aR counter: counter-screen for oxytocin receptor agonists: human V1a receptor agonists. P37288. CHO-V1R cells, Fluo-8 calcium fluorescence, agonist mode; 0% DMSO, 100% 3 nM vasopressin. activation, % at 3 µM. actives 0.25% (n = 320,000);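 active means activation above the mean activation of all tested compounds plus 3 SD, per screening run, cut at about 20% in these data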;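 further: signal is peak over basal fluorescence ratio across a 100 second FLIPR read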
# Active calls of the source: *; nt = no result given.
Molecule,IMP-1 inhibitor,NS3 helicase inh,PHOSPHO1 block,OXTR agonist,GPR7 antagonist,VIM-2 inh,FID counter,GalR3 antag,V1aR counter
CC1(c2ccccn2)Nc2ccccc2-c2nc3ccccc3n21 (stereo unspecified),0.5,-1,4,-2.1,1,1.4,4,-2,-1.2
COC(=O)c1ccc(Cn2cc(C(F)(F)F)cc([N+](=O)[O-])c2=O)cc1,-1.3,-1,4,0.8,-9,-1.7,1,-5,-0.1
CC(=O)N(C)/C=C1\Sc2ccccc2C1=O,-2.0,0,22,-0.1,-7,6.2,0,0,1.5
c1ccc(CNc2nc3ccccc3n3cnnc23)cc1,-3.6,8,-9,0.0,11,-3.7,-1,2,-0.8
COc1ccc(-n2c(Cc3cccn3C)nnc2SCC(=O)NCC2CCCO2)cc1 (stereo unspecified),0.0,3,-2,0.3,-6,-3.8,-35,1,1.1
Cc1ccc2nc(/C(C#N)=C/c3ccccc3C(=O)O)[nH]c2c1,-1.7,9,3,0.3,-17,-2.1,-13,-9,1.3
Cc1cc(CN2CCC(n3nccc3NC(=O)c3ccccc3C)CC2)n[nH]1,0.9,-2,53,0.1,-13,-4.1,-2,2,-0.3
CS/C(=N\S(=O)(=O)c1ccccc1)c1ccccc1,-2.0,6,-5,-0.8,-10,-0.2,-1,2,-0.2
Cc1ccc2oc(=O)c(/C=C(\O)c3cccs3)nc2c1,-2.9,25,24,1.0,1,0.3,-2,-1,0.7
O=C(CCN1C(=O)[C@@H]2Cc3ccccc3CN2C1=O)N[C@H](C(=O)O)c1ccccc1,-2.4,5,42,0.2,0,-1.4,-19,0,0.1
Cc1ccc2c(c1)c(Sc1ccccc1)c(CC(=O)O)n2C,-2.6,23,8,0.1,-3,-1.5,-31,-5,-0.1
Cn1nnnc1SCC(=O)N1CCN(Cc2ccccc2)CC1,-4.9,-4,14,1.4,-8,0.6,-4,-7,1.0
NS(=O)(=O)c1ccc(N=Cc2c(O)c3ccccc3oc2=O)cc1,-0.3,26,-70,0.5,-7,-3.0,-29,-3,2.8
COc1ccc(OC)c(CN2CCN(Cc3cccc4ccccc34)CC2)c1,-1.8,-27,13,0.5,-4,-3.1,13,-5,-0.4
CCc1ccc(NS(=O)(=O)c2ccc(OC)c(C)c2)cc1,-1.7,-9,5,-1.7,-25,0.1,-18,-8,-0.7
CN1CCN(C(=O)c2ccccc2NC(=O)C(C)(C)C)CC1,-2.4,2,21,1.9,-3,-3.5,-1,-7,-0.4
Cc1cc(C)c(C#N)c(SCCS(=O)(=O)Cc2ccccc2)n1,-1.7,0,-14,-0.6,16,-2.4,-2,2,-0.2
O=C(CNC(=O)C12CC3CC(CC(C3)C1)C2)NC1=NCCS1,-7.0,6,-53,1.1,-10,-1.9,-8,3,0.1
COc1ccc(C(=O)Nc2nnc(SCC(=O)NCc3ccco3)s2)cc1OC,-2.8,3,13,0.9,-1,-0.6,-8,-3,0.7
O=[N+]([O-])c1cc([N+](=O)[O-])c(Oc2c(F)cccc2F)cc1NN1CCCCC1,-0.6,8,-7,2.7,13,2.0,3,-6,0.3
Cc1cc(C)c2cc(C=O)c(Cl)nc2c1,-1.4,1,-14,-2.0,7,-1.1,-2,15*,-1.5
OC1c2cc(Br)ccc2N=C2CCCN21 (stereo unspecified),-2.7,-23,33,-0.2,4,-2.3,0,-11,0.8
CC(C)(C)N=C1C([N+](=O)[O-])=CC=C2C1=NC1(CCCCC1)N2O,-4.0,3,15,-2.2,-2,-4.0,3,-2,-1.9
O=C(/C=C/c1ccc(F)cc1)NCc1cccs1,-1.6,6,18,-2.0,-6,-1.1,-1,5,0.0
Cn1cc([N+](=O)[O-])c(C(=O)N/N=C/c2ccc([N+](=O)[O-])cc2)n1,-2.5,9,-4,-0.6,-10,-1.7,-4,5,-0.2
CC(=O)N1CCN(Cc2nc3cc(NC(=O)COc4cccc(C)c4)ccc3n2C)CC1,-2.2,-7,10,1.4,-12,-2.6,-11,-7,0.7
Cc1ccc(S(=O)(=O)Nc2c(C)nc3nc(C)[nH]n3c2=O)cc1,1.0,-12,20,-0.2,0,-0.1,2,-9,1.0
CC(C)(C)c1cc(CN2CCN(CCO)CC2)cc(C(C)(C)C)c1O,-7.7,-13,2,-1.6,-5,-1.0,6,-9,-0.6
C=CCNC(=O)CCNS(=O)(=O)c1ccc(Br)cc1,-0.6,5,18,-0.4,-2,-3.0,-7,-5,0.1
CCOC(=O)CCn1c(CC(=O)OCC)nc2ccccc21,-2.1,-2,-28,-1.5,-4,-1.4,-29,-6,-1.1

# Given with values under each structure: two of the compounds above
# Fields – IMP-1 inhibitor | NS3 helicase inh | PHOSPHO1 block | OXTR agonist | GPR7 antagonist | VIM-2 inh | FID counter | GalR3 antag | V1aR counter
Cc1cc(C)c(C#N)c(SCCS(=O)(=O)Cc2ccccc2)n1
    -1.7 | 0 | -14 | -0.6 | 16 | -2.4 | -2 | 2 | -0.2
O=C(CNC(=O)C12CC3CC(CC(C3)C1)C2)NC1=NCCS1
    -7.0 | 6 | -53 | 1.1 | -10 | -1.9 | -8 | 3 | 0.1

# Returning to the listing; the four compounds before the break are reprinted first.
Molecule,IMP-1 inhibitor,NS3 helicase inh,PHOSPHO1 block,OXTR agonist,GPR7 antagonist,VIM-2 inh,FID counter,GalR3 antag,V1aR counter
Cc1ccc(S(=O)(=O)Nc2c(C)nc3nc(C)[nH]n3c2=O)cc1,1.0,-12,20,-0.2,0,-0.1,2,-9,1.0
CC(C)(C)c1cc(CN2CCN(CCO)CC2)cc(C(C)(C)C)c1O,-7.7,-13,2,-1.6,-5,-1.0,6,-9,-0.6
C=CCNC(=O)CCNS(=O)(=O)c1ccc(Br)cc1,-0.6,5,18,-0.4,-2,-3.0,-7,-5,0.1
CCOC(=O)CCn1c(CC(=O)OCC)nc2ccccc21,-2.1,-2,-28,-1.5,-4,-1.4,-29,-6,-1.1
COc1ccccc1CN(Cc1cccnc1)S(=O)(=O)c1ccc(-n2cnnn2)c(OC)c1,-0.3,-14,45,3.5,-3,-2.5,-33,-8,1.5
CC(C)CCN1CCNC(=O)C1CC(=O)N(C)CCCN1CCOCC1 (stereo unspecified),-0.4,5,6,1.4,-13,1.6,-9,0,0.3
COc1ccccc1CNC(=O)C1CCN(S(=O)(=O)c2ccc3c(c2)CC(C)N3C(=O)C2CC2)CC1 (stereo unspecified),0.2,0,18,-2.0,-3,0.5,-53,1,-0.9
O=C(CNC(=O)CNC(=O)c1ccc(Cl)cc1Cl)NCc1cccc(Cl)c1,-1.8,-2,-17,0.9,14,-1.9,-15,-10,-0.6
O=[N+]([O-])/C=C/c1c(OCc2ccccc2)ccc2ccccc12,1.4,9,6,-0.9,-8,-2.6,-1,nt,1.1
Cc1cc2ncn(CC(O)COC3CCCCC3)c2cc1C (stereo unspecified),-4.9,0,-26,0.6,3,-2.3,-10,-2,2.0
COc1ccc(N(C(=O)c2csnn2)C(C(=O)NC2CCCC2)c2cccs2)cc1 (stereo unspecified),-1.6,7,51,-0.1,-6,-4.0,-22,-9,0.4
COc1ccc(C(=O)C2CCCN(C(=O)c3cc(C(C)C)no3)C2)cc1F (stereo unspecified),-1.2,7,1,0.3,-8,-4.0,-19,-6,3.7
CCc1ccc(N(CC(=O)NCc2ccc(OC)cc2)C(=O)CCC(=O)Nc2ccccn2)cc1,-2.3,-7,16,1.5,-4,-2.2,-35,-8,2.0
O=C(CC1NCCNC1=O)Nc1ccc([N+](=O)[O-])cc1 (stereo unspecified),-3.0,6,38,0.5,-11,-3.9,0,1,0.6
COc1ccccc1CN1C(=O)CN(C2CCCC2)C(=O)C1c1ccc(F)cc1 (stereo unspecified),-1.8,0,25,-0.7,-4,-0.3,-27,-4,-1.6
Cc1cc([N+](=O)[O-])c(C)cc1-c1ccc(/C=N/NC(=O)Cn2nnnc2N)o1,-4.2,11,4,0.1,-8,33*,15,0,-0.1
Cc1nn(-c2ccccc2)c(C)c1C(=O)OCC(=O)N1c2ccccc2NC(=O)C1(C)C,-1.1,-5,20,-1.8,-10,-1.2,-13,-5,1.2
COc1cccc(OC)c1C(=O)NC(=S)Nc1cccc(NC(=O)c2ccco2)c1,-3.0,10,28,-0.7,-7,-3.7,-9,-4,0.9
COc1ccc2c(c1OC)C(=O)N(c1cccc(NC(C)=O)c1)C2,-2.7,0,nt,-1.5,-10,0.6,-14,-7,0.5
Cc1ccc(-n2ccc(=O)c(C(=O)Nc3ccc(S(=O)(=O)N4CCOCC4)cc3)n2)cc1,-2.4,1,24,0.7,-8,-2.5,-7,-1,0.8
NC(=O)c1sc2nc(-c3ccccc3)ccc2c1N,1.7,2,14,-1.4,5,-0.5,-11,-10,-0.1
CC(=O)OC(C)(CCC(C)(OC(C)=O)C(C)=O)C(C)=O (stereo unspecified),-3.2,6,-4,nt,-1,-3.5,-7,-1,nt
CNC(=S)N(Cc1cc2ccc(OC)cc2[nH]c1=O)CC1CCCO1 (stereo unspecified),-3.4,-11,6,1.8,9,-3.6,-7,2,-0.3
CNC(=O)CN(c1cc(C)ccc1C)S(C)(=O)=O,-1.6,-2,31,0.4,-5,-1.1,-4,-2,0.3
Cc1sc2ncn(CC(=O)N3CCC(C(N)=O)CC3)c(=O)c2c1S(=O)(=O)N1CC(C)CC(C)C1 (stereo unspecified),-1.1,-2,32,0.9,-17,0.3,-31,-5,0.3
O=C(NCc1ccccc1)C12CN(Cc3ccccc3)CC1C(c1cccc([N+](=O)[O-])c1)=NO2 (stereo unspecified),-1.8,-12,-1,-1.3,-1,-5.0,-11,-2,0.7
O=C(COC(=O)c1ccccc1[N+](=O)[O-])NNC(=O)c1cccs1,-3.3,12,nt,0.7,2,-3.6,0,-2,0.7
CCOC(=O)c1c(NC(=O)c2noc3c2CCCC3)sc(C)c1C,-4.2,11,92*,nt,1,-5.4,-1,nt,nt
COc1ccc2nc(SCc3cccnc3)c(C#N)cc2c1,-2.3,-4,15,-1.9,-8,-3.4,-5,0,-0.9
Cc1ccc(N(CC(=O)NCC2CCCO2)C(=O)CCC(=O)Nc2ccccn2)cc1C (stereo unspecified),-1.6,5,-13,-0.7,-9,-0.1,-34,2,1.0
CC(C)(C)NC(=O)C1CCC(C)(C(=O)O)C1(C)C (stereo unspecified),-6.1,1,48,0.4,-12,-3.0,4,-5,0.5
